Screens as filed in PubChem BioAssay.
LYPLA2 counter – counter-screen for PME1 inhibitors: inhibitors of human LYPLA2. O95372. inhibition, % at 5.9 µM. recombinant LYPLA2, FP-Rh probe fluorescence polarization. actives 0.38% (n = 320,000);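 active = inhibition above the screen-wide mean plus 3 SD, limit set per campaign, cut at about 26% in these data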;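 note: 0% = LYPLA2 with DMSO and 100% = wells lacking LYPLA2 enzyme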
Target sequence (O95372 whole entry, looked up): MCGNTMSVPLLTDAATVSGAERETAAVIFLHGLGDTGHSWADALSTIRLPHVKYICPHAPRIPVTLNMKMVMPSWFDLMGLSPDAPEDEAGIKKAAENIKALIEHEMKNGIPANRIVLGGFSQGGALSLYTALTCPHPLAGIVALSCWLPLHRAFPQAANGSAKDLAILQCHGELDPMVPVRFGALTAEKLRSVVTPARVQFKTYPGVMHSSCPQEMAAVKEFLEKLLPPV
PREPL inh – human PREPL enzyme inhibition. actives 0.68% (n = 320,000). inhibition, % at 5.96 µM. AID 2751. recombinant PREPL, fluorescence polarization activity-based probe; in the data active = inhibition above about 43%;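 note: 0% = enzyme with DMSO and 100% = wells lacking enzyme; many of its hits are not listed in these tables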
PAFAH2 inh – inhibitors of human PAFAH2; Q99487; recombinant PAFAH2, FP-rhodamine activity probe, fluorescence polarization; inhibition, % at 3.39 µM; actives 0.99% (n = 340,000);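 active = inhibition above the mean over all tested compounds plus 3 SD, cut at about 30% in these data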;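 note: inhibitors block probe labeling of enzyme so polarization drops; 0% = enzyme with DMSO and 100% = wells lacking PAFAH2 protein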
PAFAH1B3 inh – blocks human PAF acetylhydrolase 1B catalytic subunit 3 | inhibition, % at 3.39 µM | recombinant PAFAH1B3, FP-rhodamine probe, fluorescence polarization | actives 0.28% (n = 340,000) | Q15102;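 active = inhibition above the screen-wide average of all tested compounds plus 3 SD, cut at about 25% in these data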;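 note: 0% = enzyme with DMSO only and 100% = wells lacking PAFAH1B3 protein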
Target sequence (Q15102 whole entry, looked up): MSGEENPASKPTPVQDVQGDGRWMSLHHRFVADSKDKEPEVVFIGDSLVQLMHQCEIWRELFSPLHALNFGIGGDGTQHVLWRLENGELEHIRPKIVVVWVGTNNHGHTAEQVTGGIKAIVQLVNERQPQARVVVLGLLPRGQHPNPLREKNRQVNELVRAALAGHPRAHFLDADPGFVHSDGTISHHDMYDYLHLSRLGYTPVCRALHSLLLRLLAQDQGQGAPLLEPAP
LYPLA1 counter – LYPLA1 (human) inhibition in PME1 counter-screen | O75608 | recombinant LYPLA1, FP-Rh probe fluorescence polarization | inhibition, % at 5.9 µM | actives 0.16% (n = 320,000);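 active = inhibition above the mean of all tested compounds plus 3 SD, set per campaign, cut at about 14% in these data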;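 note: inhibitors block serine hydrolase probe labeling of LYPLA1 so polarization falls; 0% = enzyme with DMSO and 100% = wells lacking LYPLA1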
Target sequence (O75608 whole entry, looked up): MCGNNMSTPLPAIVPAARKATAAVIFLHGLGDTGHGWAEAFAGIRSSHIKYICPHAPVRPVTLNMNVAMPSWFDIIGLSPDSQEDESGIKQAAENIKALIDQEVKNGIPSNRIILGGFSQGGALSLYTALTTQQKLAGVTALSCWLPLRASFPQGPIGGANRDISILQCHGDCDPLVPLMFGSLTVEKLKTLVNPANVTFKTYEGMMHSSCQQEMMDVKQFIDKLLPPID
PAFAH1B2 FP inh – PAFAH1B2 (human) inhibition; P68402; recombinant PAFAH1B2, FP-rhodamine activity probe, fluorescence polarization; inhibition, % at 3.39 µM; actives 1.2% (n = 340,000); AID 492953;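 active = inhibition above the mean of all tested compounds plus 3 SD, cut at about 24% in these data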;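 note: 0% = enzyme with DMSO and 100% = wells lacking PAFAH1B2; many of its hits are not listed in these tables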
Target sequence (P68402 whole entry, looked up): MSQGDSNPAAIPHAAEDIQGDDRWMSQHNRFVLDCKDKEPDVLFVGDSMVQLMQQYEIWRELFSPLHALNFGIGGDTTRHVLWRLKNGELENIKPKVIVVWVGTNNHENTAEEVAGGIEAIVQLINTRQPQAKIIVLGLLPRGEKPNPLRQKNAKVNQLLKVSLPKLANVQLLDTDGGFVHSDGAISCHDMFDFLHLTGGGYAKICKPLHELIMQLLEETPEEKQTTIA
ZTA DNA inh – ZTA (EBV) inhibition in EBNA-1 counter-screen | P03206 | ZTA-DNA binding, fluorescence polarization | inhibition, % at 11 µM | actives 0.15% (n = 320,000); in the data active = inhibition above about 33%
pPAFAH FP inh – pPAFAH (human) enzyme inhibition; recombinant pPAFAH, FP-rhodamine probe fluorescence polarization; actives 1.5% (n = 330,000); Q13093; AID 463082; inhibition, % at 3.39 µM;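 active = inhibition above the mean inhibition across the screen plus 3 SD, cut at about 25% in these data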;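 note: inhibitors block binding of the rhodamine activity-based probe so polarization drops; 0% = enzyme with DMSO and 100% = wells lacking pPAFAH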
EBNA-1 inh – blocks EBNA-1 binding to DNA; EBNA-1 DNA binding, fluorescence polarization; inhibition, % at 14.8 µM; actives 0.34% (n = 300,000); AID 1950; in the data active = inhibition above about 28%
The depositor's hits bear a star; x = not tested or not shown; & = joins results of further samples.

Values in the order – LYPLA2 counter	PREPL inh	PAFAH2 inh	PAFAH1B3 inh	LYPLA1 counter	PAFAH1B2 FP inh	ZTA DNA inh	pPAFAH FP inh	EBNA-1 inh
> Nc1nc(COc2ccccc2)cs1
    6	2	5	9	3	2	-8	2	-3
> Cc1cccc(-n2c(CNC(=O)Cc3ccccc3)n[nH]c2=S)c1
    4	6	-6	3	1	11	-21	1	-4
> CCNc1nc2[nH]c(=O)c3c(c2s1)OC(N)=C(C#N)C3c1ccc(C)cc1 (stereo unspecified)
    -4	11	9	2	-1	6	3	7	11
> COc1ccc(C(=O)OCC(=O)NC2CCCC2)c(OC)c1
    -2	-2	70*	0	-3	-1	0	6	-10
> COc1ccc(NC(=S)NCCc2ccc(S(N)(=O)=O)cc2)c(OC)c1
    0	2	3	7	-1	5	4	-1	9
> COCCN1CCn2c(nc3cc(NC(=O)Cn4nc(C)c5ccccc5c4=O)ccc32)C1
    8	11	3	8	-1	6	12	1	2
> CNc1nn(-c2cccc(Cl)c2)nc1N
    -8	7	-15	-11	1	-11	12	-1	-1
> CC1CCN(C(=O)CNC(=O)CNS(=O)(=O)c2ccccc2)CC1
    8	-10	6	6	-1	7	-11	6	-7
> CCN(c1ccccc1C)S(=O)(=O)c1nnc(NC(=O)c2ccco2)s1
    3	-6	10	9	-1	-1	1	9	3
> CC1Oc2ccccc2C=C1/C=N/NC(=O)c1ccccc1O (stereo unspecified)
    -15	9	-4	11	-2	-3	-9	5	-6
> CC1(C)CC2CC(C)(CN2C(=O)COC(=O)c2ccc(Cl)cc2N)C1 (stereo unspecified)
    -8	10	9	6	-9	12	-5	5	-8
> COc1ccccc1C(=O)NC(C)c1ccc(-n2ccnc2)cc1 (stereo unspecified)
    -1	3	1	3	1	8	-7	5	10
> COC(=O)C1CCN(Cc2c(C(=O)N3C[C@@H](C)O[C@@H](C)C3)nc3ccc(Cl)cn23)CC1
    4	20	5	6	1	-2	-12	0	0
> O=[N+]([O-])c1ccc(/C=[N+](\[O-])[C@@H]2CCCC[C@@H]2/[N+]([O-])=C/c2ccc([N+](=O)[O-])o2)o1
    3	11	-7	7	4	2	-22	14	-2
> COc1ccc(OCC(=O)NC(=S)Nc2ccccc2F)cc1
    1	-5	4	-9	-1	3	0	0	-7
> Cc1cc(C)c2c(n1)SCC(=O)N2CC(=O)Nc1ccc(Br)c(C)c1
    56*	11	-6	14	-3	0	4	3	-8
> COC(=O)C1=C(C)NC(C)=C(C(=O)OC)C1C(=O)OCC(=O)N1c2ccccc2CC1C (stereo unspecified)
    -1	-5	12&4	6&3	-5	6&2	-12	2	-6
> O=C1CC(N2CCCN(C3CC(=O)N(c4ccc(F)cc4)C3=O)CC2)C(=O)N1c1ccc(F)cc1 (stereo unspecified)
    -1	4	5	0	-4	5	10	5	7
> Cc1[nH]nc(N)c1-c1ccccc1
    3	-4	-2	3	-1	2	-2	3	-8
> CC(C)(C)N(Cc1ccccc1)C(=O)c1ccc(Cl)cc1[N+](=O)[O-]
    8	6	0	-7	2	12	-11	5	-6
> C=CCn1c(=O)/c(=C/c2ccc(Cl)cc2)s/c1=C(/C#N)c1nnc2n1CCCCC2
    1	30	1	7	0	0	4	-2	2
> Clc1ccc(-c2[nH]ncc2N=Nc2ccccc2)cc1
    4	4	-10	5	-8	5	3	0	-10
> COc1ccc(/C=C2\NC(=S)N(CC3CCCO3)C2=O)c(OC)c1C (stereo unspecified)
    -2	7	5	4	-2	-3	5	6	4
> Cc1ccccc1N(CC(=O)N/N=C/c1cc(Br)c(C)o1)S(C)(=O)=O
    4	-5	-3	0	0	6	5	4	-2
> CCOC(=O)c1c(NC(=O)COC(=O)c2ccccn2)sc(C)c1C
    -1	18	-1	4	-3	3	-3	-4	x
> COc1ccc(OC)c2c1sc(=NC(=O)C1CCCCC1)n2C
    6	-4	0	0	2	-3	-6	9	-1
> S=C(Nc1ccc(Cl)cc1Cl)Nc1ccccc1Oc1ccccc1
    -2	7	-4	8	-5	8	-1	3	-1
> CC1OC(Nc2ccc(N=Nc3ccccc3)cc2)C(O)C(O)C1O (stereo unspecified)
    5	8	2	5	-1	1	-2	2	-3
> CN(CC(=O)Nc1ccccc1Br)CC(=O)Nc1ccccc1-c1ccccc1
    1	-8	5	1	0	6	3	2	x
> COc1ccccc1C(=O)N/C(=C/c1ccco1)C(=O)Nc1ccc(C(=O)O)cc1
    -3	-7	-7	3	-1	-2	5	9	4

3 entries already listed, sorted by the value under EBNA-1 inh, smallest number first:
canonical_smiles	PREPL inh	PAFAH2 inh	PAFAH1B3 inh	PAFAH1B2 FP inh	pPAFAH FP inh	EBNA-1 inh
CC1Oc2ccccc2C=C1/C=N/NC(=O)c1ccccc1O (stereo unspecified)	9	-4	11	-3	5	-6
Nc1nc(COc2ccccc2)cs1	2	5	9	2	2	-3
COc1ccc(/C=C2\NC(=S)N(CC3CCCO3)C2=O)c(OC)c1C (stereo unspecified)	7	5	4	-3	6	4

More results
Values in the order – LYPLA2 counter	PREPL inh	PAFAH2 inh	PAFAH1B3 inh	LYPLA1 counter	PAFAH1B2 FP inh	ZTA DNA inh	pPAFAH FP inh	EBNA-1 inh
> Cc1nc(-c2ccccc2)sc1C1(C)CC(c2ccc(OC(F)(F)F)cc2)=NO1 (stereo unspecified)
    -6	4	-9	3	-3	-7	0	-2	-5
> Cc1cc(C)cc(NS(=O)(=O)c2ccc3[nH]c(=O)[nH]c3c2)c1
    2	-15	-12	5	-2	6	-4	8	1
> CCCNC(=O)NS(=O)(=O)c1cnccc1Sc1ccc(Cl)c(Cl)c1
    3	-13	13	13	-1	14	-11	-1	-16
> Cc1ccc(C2CN=NC23CCc2ccccc2C3=O)cc1 (stereo unspecified)
    0	-4	7	13	-1	-1	-1	2	6
> C/C(=N\Nc1ccc2nncn2n1)c1ccc(Cl)s1
    3	20	x	x	1	x	-9	2	-18
> CC(C)Nc1nc(Oc2cccc(Cl)c2Cl)cc(C(F)(F)F)n1
    2	6	0	4	-3	6	-10	5	7
> O=C(OC1CO[C@H]2O[C@@H]1[C@H](OC(=O)c1ccccc1)[C@H]2OC(=O)c1ccccc1)c1ccccc1 (stereo partly specified)
    -5	-8	x	x	0	x	21	-2	-11
> COc1ccccc1Nc1cc2cc(Br)ccc2c(=O)[nH]1
    -1	23	13	25	-4	6	12	16	-1
> C=C1CCC[C@]2(C)C[C@H]3OC(=O)C(CNC(C)CC)[C@H]3CC12 (stereo partly specified)
    6	10	3	11	-5	10	1	1	3
> COC(=O)Cn1c(N)[n+](Cc2ccccc2)c2ccccc21
    2	13	-5	6	1	-6	-6	1	-1
> Cc1cc(C)n2nc(CCc3ccccc3)nc2n1
    -6	-5	3	-4	-1	5	1	-3	1
> COc1ccc(NC(=O)CSc2n[nH]c(N)n2)c([N+](=O)[O-])c1
    2	11	2	20	4	0	-3	2	-4
> O=C(NCN1CCCCC1)c1cnccn1
    5	2	-7	8	-3	-2	6	4	-2
> COc1ccc(S(=O)(=O)N2CCN(c3cnccn3)CC2)cc1
    x	-8	0	5	x	5	x	-3	x
> COc1ccc(NC(=O)c2nc(-n3nc(C)cc3C)ccc2Cl)cc1Cl
    4	-3	-7	8	-2	5	15	1	-1
> CCOc1ccccc1N1CCN(CC(O)COc2ccc3c(C)cc(=O)oc3c2)CC1 (stereo unspecified)
    10	13	-2	0	1	0	-4	1	-10
> CC1(C)N=C2C(=[N+]1[O-])CCC/C2=N\O
    4	1	6	7	3	1	-12	2	8
> CCOC(=O)c1nn(-c2c(C)n(C)n(-c3ccccc3)c2=O)cc1O
    -3	5	5	4	5	1	6	1	-1
> O=C(NCC(c1ccco1)N1CCCCC1)c1ccc(OCc2ccccc2)cc1 (stereo unspecified)
    -1	5	-4	4	0	0	4	-2	8
> CCOc1ccccc1N1CCN(C(=O)CCCN2C(=O)c3cccc4cccc(c34)C2=O)CC1
    7	18	-2	-2	-1	-1	-4	3	-4
> COc1ccccc1Oc1coc2c(CN3CCN(C)CC3)c(O)ccc2c1=O
    4	7	2	2	2	1	10	3	4
> O=C(c1cccc(S(=O)(=O)N2CCc3ccccc32)c1)N1CCN(c2ccccn2)CC1
    -5	1	-2	-1	-1	4	11	4	3
> CC(C)COc1cccc(C(=O)NC(=S)Nc2cccc(NC(=O)c3ccccc3Cl)c2)c1
    -12	1	-13	-6	-4	-13	0	-7	-9
> COc1cc(C(N)=O)cc(Cl)c1OCc1ccccc1
    -3	-10	-7	-2	-6	2	-1	3	6
> O=C(NC(=S)Nc1ccc(CN2CCOCC2)cc1)c1ccc(-c2cccc(Cl)c2)o1
    -19	8	-14	-5	-15	0	8	-1	2
> COc1ccc(C(CC(=O)Nc2ccccn2)N2Cc3ccccc3C2=O)cc1OC (stereo unspecified)
    1	-2	4	8	-2	5	3	-1	6
> CS(=O)(=O)n1nc(-c2ccccc2)nc1N
    -10	2	6	-1	-3	1	-3	-7	-1
> O=C(OCC(=O)N1CCCCCC1)c1ccc[nH]c1=O
    x	5	6	12	x	1	x	1	x
> CCOCCCNC(=S)N(CCCN(C)C)Cc1cc2cc3c(cc2[nH]c1=O)OCCO3
    9	5	1	5	6	0	-3	-1	1
> CCOC(=O)C(=O)Nc1ccccc1C(=O)NC(C)C
    0	5	-3	2	3	5	16	7	-3
> COc1ccccc1NC(=O)CCc1nnc2ccc(N3CCC4(CC3)OCCO4)nn12
    2	16	1	8	-2	3	2	1	5
> O=C(Cn1cc(C(=O)c2ccco2)c2ccccc21)NC1CC1
    4	0	-3	10	2	0	-5	2	-2

Limited to PAFAH1B2 FP inh, pPAFAH FP inh and EBNA-1 inh, for some of the entries so far:
smiles,PAFAH1B2 FP inh,pPAFAH FP inh,EBNA-1 inh
Cc1cc(C)n2nc(CCc3ccccc3)nc2n1,5,-3,1
COc1cc(C(N)=O)cc(Cl)c1OCc1ccccc1,2,3,6
Cc1cc(C)cc(NS(=O)(=O)c2ccc3[nH]c(=O)[nH]c3c2)c1,6,8,1
CCOCCCNC(=S)N(CCCN(C)C)Cc1cc2cc3c(cc2[nH]c1=O)OCCO3,0,-1,1

A few values from the entries so far.
PAFAH1B3 inh with CCOCCCNC(=S)N(CCCN(C)C)Cc1cc2cc3c(cc2[nH]c1=O)OCCO3 is entered as 5
LYPLA2 counter with CC1(C)N=C2C(=[N+]1[O-])CCC/C2=N\O is entered as 4
PREPL inh with COc1ccc(S(=O)(=O)N2CCN(c3cnccn3)CC2)cc1 is entered as -8
PAFAH1B2 FP inh with Cc1cc(C)n2nc(CCc3ccccc3)nc2n1 is entered as 5

2 entries drawn at random from those above, as already listed:
Values in the order – LYPLA2 counter	PREPL inh	PAFAH2 inh	PAFAH1B3 inh	LYPLA1 counter	PAFAH1B2 FP inh	ZTA DNA inh	pPAFAH FP inh	EBNA-1 inh
> O=C(NCN1CCCCC1)c1cnccn1
    5	2	-7	8	-3	-2	6	4	-2
> COc1ccc(C(CC(=O)Nc2ccccn2)N2Cc3ccccc3C2=O)cc1OC (stereo unspecified)
    1	-2	4	8	-2	5	3	-1	6

An excerpt; the hit share may differ from the screen's.
